HTR5A ag ctr: activates human HTR5A in OPRM1-OPRD1 agonist counter-screen; HTR5A agonist assay, luminescence, cell-based; activation, % at 9.3 µM; 340,000 tested, 0.61% active; in the data active = activation mostly above about 9.5%, no sharp cut-off; inactive = mostly below about 7.6%;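 also: 0% = cells with vehicle only and 100% = reference agonist; strong numbers were not always called active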
Target sequence (P47898 whole entry, looked up): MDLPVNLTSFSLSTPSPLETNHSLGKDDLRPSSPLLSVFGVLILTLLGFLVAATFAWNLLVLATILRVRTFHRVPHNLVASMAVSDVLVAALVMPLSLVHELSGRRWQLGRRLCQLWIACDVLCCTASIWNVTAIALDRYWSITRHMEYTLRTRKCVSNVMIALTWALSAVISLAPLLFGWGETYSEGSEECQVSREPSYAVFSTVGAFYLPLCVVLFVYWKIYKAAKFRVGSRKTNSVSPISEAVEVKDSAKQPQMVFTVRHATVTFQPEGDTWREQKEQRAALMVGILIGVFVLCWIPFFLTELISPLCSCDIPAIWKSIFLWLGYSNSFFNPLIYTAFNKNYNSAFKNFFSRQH
MOR-DOR inv ag: inverse agonists of human mu-delta opioid receptor heterodimerization; P35372+P41143; cell-based MOR-DOR heterodimer luminescence, inverse agonism; inhibition, % at 9.3 µM; 340,000 tested, 0.21% active; in the data active = inhibition above about 22%, passing the limit was not always enough;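 also: 0% = cells with DMSO and 100% = wells without cells with DMSO; values of inactives mirror those of a sister screen read the other way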
AddAB inh: less growth of phage-infected E. coli with AddAB; E. coli expressing H. pylori AddAB, absorbance growth; inhibition, % at 11.9 µM; 330,000 tested, 0.29% active; AID 435030; in the data active = inhibition above about 12%;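 also: 0% = vehicle wells of infected cells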
OPRM1-OPRD1 ag: OPRM1-OPRD1 heterodimerization agonism; 340,000 tested, 0.3% active; activation, % at 9.3 µM; AID 504326; cells, luminescence; P35372+P41143; in the data active = activation above about 18%;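 also: 0% = vehicle-treated cells and 100% = reference agonist; values of inactives mirror those of a sister screen read the other way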
phage Ecoli inh: E. coli growth loss with phage present; growth absorbance; inhibition, % at 11.9 µM; 360,000 tested, 0.26% active; AID 651602; in the data active = inhibition above about 11%
PfHsp90 yeast 2: reduces growth (ATP signal) of yeast expressing P. falciparum Hsp90 | S. cerevisiae expressing PfHsp90, BacTiter-Glo ATP, 48 h; yeast lacking PDR1 and PDR3 efflux regulators | inhibition, % at 9.4 µM | 310,000 tested, 0.32% active;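 active = every replicate shows inhibition above about 80%, whatever the replicate mean, limit read from the data; inconclusive = mean inhibition reaches the set limit but some replicate falls short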;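 also: 0% = DMSO neutral controls and 100% = 20 µM radicicol positive controls; yeast relying on Plasmodium falciparum Hsp90 in place of its own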
DSG3 Ab inh: human desmoglein-3 autoantibody binding inhibition; P32926; DSG3-coupled beads, scFv-anti-DSG3-GFP binding, flow cytometry; active compounds read low; binding (percent of control), % at 10 µM; 310,000 tested, 0.48% active; AID 588358;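 active = binding more than 3 SD below its plate's average and above zero; inconclusive = below that plate limit but binding exactly zero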;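 also: hits lower antibody fragment binding to DSG3; some compounds called inactive have numbers as strong as hits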
PKA-R1A activ: activators of PKA-R1A complex | P00514+P68181 | PKA-R1A dissociation, Cy5-IP20 fluorescence polarization; scaled: DMSO 0%, 113 µM cGMP 100% | activation, % at 11.4 µM | 340,000 tested, 0.083% active | AID 504707;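 active = percent activation above the mean of all tested compounds plus 3 SD, cut at about 19% in these data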;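 also: higher means more PKAc released from R1A so a rise in polarization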
HTR5A inv ctr: HTR5A inverse agonism, opioid heterodimer counter-screen. P47898. HTR5A cell line, luminescence. inhibition, % at 9.3 µM. 340,000 tested, 0.083% active. AID 504634; in the data active = inhibition mostly above about 23%, no sharp cut-off; inactive = mostly below about 18%;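 also: 0% = cells with DMSO and 100% = no-cell wells with DMSO; some compounds called inactive have numbers as strong as hits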
SUMO Mot1 rescue: inhibitors of SUMOylation pathway: yeast Mot1-301 growth rescue | S. cerevisiae Mot1-301 growth rescue, ATP luminescence, 38.5C; percent above DMSO median, 100 means doubled | growth rescue, % at 18.8 µM | 320,000 tested, 1% active | AID 2716;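 active = every valid replicate shows activation above 250% relative to neutral control wells; inactive = the rest, any valid replicate at or below 250%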;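 also: OY570 slx delta 5 strain wells were the positive control but not used for scaling; some compounds called inactive have numbers as strong as hits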
Ecoli viability: reduces bacterial viability in AddAB counter-screen. E. coli V3065 growth, OD600 absorbance, 18 h. inhibition, % at 11.9 µM. 330,000 tested, 0.27% active;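 active = inhibition above the campaign's mean inhibition across all tested compounds plus 3 SD, cut at about 9.9% in these data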;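 also: uninfected addAB+ strain grown without phage in ampicillin broth; 0% = DMSO wells and 100% = ciprofloxacin 0.95 µg/ml wells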
An asterisk follows results filed as active; ? = inconclusive; · = no result given; + = active, no number; & = joins results of further samples.

SMILES	HTR5A ag ctr	MOR-DOR inv ag	AddAB inh	OPRM1-OPRD1 ag	phage Ecoli inh	PfHsp90 yeast 2	DSG3 Ab inh	PKA-R1A activ	HTR5A inv ctr	SUMO Mot1 rescue	Ecoli viability
CC(=O)c1cccc(OCc2cc(C(=O)NC(C)Cc3cccnc3)no2)c1 (stereo unspecified)	3	14	2.1	-2.5	-1.5	13	102	-1	-4	-5	3.9
CCOC(=O)C(C(=O)NCC1CCCO1)C1CCCCC1 (stereo unspecified)	-3	-9	1.1	2.1	1.5	11	110	-9	5	-2	2.9
COC(=O)c1cc2sccc2n1CC(=O)N(C)c1ccccc1	-3	9	-1.2	-1.3	3.7	3	106	-3	14	-1	-1.6
CCOc1cc(/C=C/C(=O)Nc2ccc(C(=O)NCCN(CC)CC)cc2)ccc1OCC(C)C	1	-22	-2.2	4.2	3.0	-32	113	-4	-3	8	-1.4
Cc1cc(C)c(S(=O)(=O)Nc2ccc(O)c(Sc3ncn[nH]3)c2)cc1C	2	-25	4.3	4.8	1.8	5	110	8	-7	-6	-2.6
Cc1nc2sc(C(=O)c3ccccc3)c(N)c2c(C)c1C	-5	9	1.8	-2.0	2.2	-15	100	-7	13	3	1.2
Cc1ccc(/C=C/C(=O)OCC(=O)NC(C)c2ccccc2)o1 (stereo unspecified)	-1	11	1.1	-2.0	1.5	-19	98	-3	5	8	0.3
CCOC(=O)CON1C(=O)C(=O)N(OCC(=O)OCC)C2CCCCC21 (stereo unspecified)	-4	5	-0.7	-0.9	3.0	-17	102	-2	-1	·	-0.2
COc1ccccc1OCCC(=O)OCC(=O)c1[nH]c(C)c(C(C)=O)c1C	11	4	-0.2	-0.8	0.1	13	109	-1	1	4	0.1
CCNC(=O)c1cccc(NC(=O)CC2SC(N3CCCCC3)=NC2=O)c1 (stereo unspecified)	-3	2	0.7	-0.4	1.0	-3	110	-1	9	-7	-1.1
Cc1c(C(=O)OC(C)C)[nH]c2c1C(=O)CCC2	4	2	1.6	-0.4	2.1	-22	103	-16	-24	5	1.6
CCN(Cc1ccncc1)C(=S)Nc1ccccc1	5	6	3.2	-1.3	5.5	-21	99	-1	-3	4	0.6
CCOC(=O)C1=C(C)N=c2s/c(=C\c3ccc(C(=O)O)cc3)c(=O)n2C1c1ccc(F)cc1 (stereo unspecified)	2	19	·	-4.2	-0.7	-38	78	-14	-8	468	·
CCCCSCc1cc(C(=O)O)oc1C(C)(C)C	5	14	2.2	-2.9	2.0	-36	97	1	-13	8	-2.6
CCc1cccc(CC)c1NC(=O)c1cc(CN2C(=O)c3ccccc3C2=O)ccc1OC	0	-3	2.3	0.5	0.3	-28	99	-4	-15	-6	0.9
Cc1ccc2cccc(OC(=O)/C=C\c3ccccc3)c2n1	8	6	5.8	-1.2	2.8	-1	100	5	-29	-31	5.1
O=C(N=C1N=C2C=CC=CN2Cc2ccccc21)c1ccc(S(=O)(=O)N2CCOCC2)cc1	3	16	3.4	-3.0	2.0	-8	99	-9	13	-13	1.7
CCOc1ccccc1NC(=O)CN(C)S(=O)(=O)c1cnc[nH]1	1	8	3.8	-1.6	3.1	-1	93	-2	-4	-12	2.4
Cc1cc(C)c2nc(NNC(=O)c3ccc(S(=O)(=O)N4CCCC(C)C4)cc3)sc2c1 (stereo unspecified)	0	-26	4.4	4.4	4.3	-30	95	-11	-25	-11	3.9
COc1ccc(CCn2c(N3CCOCC3)nc3c2c(=O)[nH]c(=O)n3C)cc1	3	7	2.6	-1.4	1.9	-13	100	-4	20	14	-0.4
Cc1ccccc1NC(=O)C1CCCN1S(=O)(=O)c1ccccc1C(F)(F)F (stereo unspecified)	-2	7	2.3	-1.3	1.1	11	100	-8	7	-1	0.2
Cc1ccccc1NS(=O)(=O)c1ccc(C)c(C(N)=O)c1	3	6	1.0	-1.2	2.3	·	·	-6	-9	14	0.1
CCN(CC)CCNC(=O)COc1ccc(OC)cc1	0&-3	15&11	0.6&1.2	-2.8&-1.6	3.5&2.9	14&10	122&108	3&3	-43&-2	154&-2	-0.9&1.5
CC(C)Oc1ccc(CNC(=S)Nc2ccccc2)cc1Cl	4	9	4.5	-1.7	4.2	-11	115	1	-14	17	0.5
CC(C)CN(CC(C)C)S(=O)(=O)N1CCC(C(=O)NCc2ccc(F)cc2)CC1	2	-10	3.1	1.9	-1.1	-89	100	-2	-23	519	1.1
CCOC(=O)c1cnc(SCC(=O)c2ccc(C)cc2)nc1N	8	4	-1.3	-0.8	3.0	11	90	-11	-22	1	-0.5
Cc1ccc(C(=O)NCC(=O)NCC(=O)OCC(=O)c2cccs2)cc1	3	4	0.9	-0.8	4.6	·	106	-2	-24	51	-3.5
COC(=O)c1cc(NC(=O)C2C3C=CC(C3)C2C(=O)O)cc(C(=O)OC)c1 (stereo unspecified)	7	8	-0.2	-1.6	3.8	-7	97	-4	11	·	0.8
Cc1ccc(S(=O)(=O)N2CCOCC2)cc1NC(=O)CN1CCC(Cc2ccccc2)CC1	4	3	-1.3	-0.5	2.3	26	87	0	-11	-4	-2.8
CN(CC(=O)Nc1ccc(Cl)cc1)C(=O)COc1ncnc2ccccc12	9	10	0.3	-2.5	2.4	2	·	-10	-22	-8	-0.2
Cc1ccccc1C(=O)Nc1cccc(NC(=O)c2ccc(F)cc2)c1	3	13	1.6	-2.7	3.6	-7	104	-3	-13	0	1.9
CCCC(=O)Nc1nc2ccc(NC(=O)c3cccnc3)cc2s1	3	1	1.3	-0.2	-1.1	-16	82	-3	-27	-19	-2.8
O=C(CN1CCN(S(=O)(=O)c2ccc3c(c2)OCCO3)CC1)Nc1cccc(F)c1	2	-9	·	1.4	3.2	·	109	-8	-6	·	·
CCCN(CCC)C1CC(=O)N(Cc2ccccc2)C1=O (stereo unspecified)	4	10	-1.2	-2.0	0.6	?	100	6	-11	131	0.3
O=C(COc1ccccc1)N1CCN(C(=O)c2cccc(F)c2)CC1	-5	16	-2.1	-2.8	0.2	-38	77	-4	13	-11	0.0
CCc1noc(C)c1C(=O)NNC(=O)c1ccc(Br)cc1	0	0	0.0	0.0	3.2	2	96	-10	1	-22	1.6
CCCC(NS(=O)(=O)c1ccc(-c2ccc(=O)[nH]n2)s1)c1cccs1 (stereo unspecified)	0	1	1.7	-0.3	4.0	-7	100	-6	-35	20	-0.9
Cc1ccc(-c2cc(C(=O)N3CCc4ccccc4C3)no2)cc1	8	-32	4.2	4.5	3.4	-4	107	-13	13	7	2.3
O=C(/C=C/Nc1ccccc1O)c1ccco1	2	9	-2.5	-1.7	-0.1	14	96	-3	-8	-6	-0.8
O=C(NCCSCc1ccccc1)c1ccccc1	1	6	3.5	-1.2	2.2	20	96	0	-4	9	1.7
O=C(NCc1cccnc1)[C@@H]1CC=C[C@@H]2CCN(Cc3ccc(Cl)c(Cl)c3)C(=O)[C@@H]21	2	7	2.4	-1.2	3.2	2	100	-10	-7	4	-1.9
Cc1ccc2cccc(OCc3nnc(SCC(=O)O)n3C)c2n1	5	17	2.1	-3.0	6.8	26	94	-5	-13	+	-0.8
NNC(=O)/C(=C\c1ccc(Br)cc1)NC(=O)c1cccs1	-2	6	1.8	-1.3	-1.9	20	·	1	6	32	2.2
COc1ccc(N(C(=O)c2ccco2)C(C(=O)NC2CCCCC2)c2ccccc2)cc1 (stereo unspecified)	2	2	5.8	-0.4	1.4	-36	·	-16	9	694*	-0.6
CC(=O)Nc1ccc(S(=O)(=O)Nc2ccc(Cl)cn2)cc1	-4	4	4.6	-0.8	0.9	-7	108	0	-19	454	-1.6
Cc1ccc(-c2cc(C(F)(F)F)n3ncc(C(=O)O)c3n2)cc1	-6	9	·	-2.2	2.1	7	105	-1	14	·	·
CNS(=O)(=O)c1cccc(C(=O)OCC(=O)Nc2ccc(Cl)cn2)c1	3	2	0.8	-0.4	0.8	0	97	-4	-8	19	-1.9
CSc1cc(SC)ncn1	0	5	·	-1.1	1.0	-8	117	5	-2	·	·
CC(C)OC(=O)c1c(NC(=O)c2ccco2)sc2c1CCCCC2	-2	1	-1.6	-0.1	1.8	-7	105	-10	-24	276	-0.2
CNc1oc(-c2ccc(C)cc2)nc1P(=O)(c1ccccc1)c1ccccc1	1	-43	1.2	7.9	0.3	-14	101	3	-24	0	-0.9

The list goes on:
SMILES	HTR5A ag ctr	MOR-DOR inv ag	AddAB inh	OPRM1-OPRD1 ag	phage Ecoli inh	PfHsp90 yeast 2	DSG3 Ab inh	PKA-R1A activ	HTR5A inv ctr	SUMO Mot1 rescue	Ecoli viability
CCSc1nc2sc3c(c2c(=O)[nH]1)CCc1ccccc1-3	0	-64	-0.7	8.8	0.8	·	84	2	0	-15	0.9
Cc1ccc(S(=O)(=O)NCc2ccc3c(c2)OCO3)cc1C	3	-2	3.4	0.4	0.1	-1	106	0	-1	22	5.0
CCOC(=O)[C@H]1[C@H]2COc3cc(OC)ccc3[C@@H]2N2C(=O)N(c3ccc(Br)cc3)C(=O)[C@@]12C	0	4	1.4	-0.8	·	3	98	4	-7	2	2.1
O=C1N[C@@H](Cc2c[nH]c3ccccc23)C(=O)N[C@H]1Cc1ccccc1	2	11	·	-2.4	4.1	12	87	4	-8	·	·
O=[N+]([O-])c1ccc(N/N=C/c2ccccc2)c(F)c1	0	-55	2.7	12	2.5	-25	103	-2	31	201	-1.6
Cc1cccc(NC(=O)CCn2nc(C)cc2C)c1	1	13	5.1	-3.2	0.6	-13	106	-5	-2	-1	0.7
O=C(COc1ccc(Cl)cc1)OCC(=O)N1CCCCCC1	6	19	-0.4	-3.4	0.5	-1	100	-5	-16	12	1.4
Cc1c(NS(=O)(=O)c2cccc(C(=O)Nc3cccc(F)c3)c2)c(=O)n(-c2ccccc2)n1C	-2	20	·	-4.2	2.2	2	103	-11	1	·	·
COc1ccc(CNC(=O)c2nnn(CC(=O)Nc3cc(C)cc(C)c3)c2N)cc1	2	-39	1.8	7.6	5.3	-81	103	-1	5	-23	-0.5
CCC(C)Oc1ccc(C(=O)Nc2ccc(CN3CCOCC3)cc2)cc1 (stereo unspecified)	-2	-6	·	1.3	1.9	-29	105	-2	6	8	·
COc1cccc(N2CC(C(=O)Nc3c(C(N)=O)oc4ccccc34)CC2=O)c1 (stereo unspecified)	-7	15	-1.0	-3.0	7.5	14	103	-9	7	-20	0.3
COc1ccc(C(=O)c2cc(C(C)=O)c(Nc3ccccc3)s2)cc1	2	19	5.6	-3.7	3.6	34	90	-14	3	-5	0.3
CC1CCN(S(=O)(=O)c2cccc(C(=O)NC3CCCC3)c2)CC1	-5	1	0.3	-0.1	-0.8	-5	99	-1	2	9	2.9
CC(=O)Oc1ccc(-c2nc3cc(Cl)ccc3c(=O)o2)cc1	0	0	-0.5	0.0	4.7	1	114	-12	0	3	0.3
Cc1ccc(-c2c(C(=O)NC(C)C)oc(=O)c3ccccc23)cc1	-4	0	2.8	0.0	2.5	6	88	2	11	-11	-0.3

Not a hit list; overall some 3.2% were active at least once.
